Compound activity from PubChem.
NCI-60 one-dose screen, 48 h, at 10 µM unless noted. Numbers give growth in % (100 = growth as untreated, 0 = no growth, -100 = all killed).
DU-145 – DU-145 prostate cancer; 4.2% of 81,000 active; AID 1794760
PC-3 – PC-3 prostate cancer cells; 3.9% of 80,000 active
SF-268 – SF-268 CNS cancer cells; 3.1% of 82,000 active; AID 1794759
OVCAR-8 – OVCAR-8 ovarian cancer; AID 1794782; 4.4% of 81,000 active
OVCAR-3 – OVCAR-3 ovarian cancer; 7% of 79,000 active; AID 1794787
OVCAR-5 – OVCAR-5 ovarian cancer; 2.9% of 82,000 active; AID 1794783
U251 – U251 CNS tumor cells; 5.4% of 80,000 active; AID 1794753
SK-OV-3 – SK-OV-3 ovarian cancer cells. 3.2% of 80,000 active. AID 1794785
OVCAR-4 – OVCAR-4 ovarian cancer cells; AID 1794784; 3.7% of 80,000 active
Active calls of the source: *; nt = not tested or not shown. How the source made its calls: active means growth percent below 10; inactive means the rest. No enrichment for hits; about 9.5% have a hit in one of these screens.

SMILES	DU-145	PC-3	SF-268	OVCAR-8	OVCAR-3	OVCAR-5	U251	SK-OV-3	OVCAR-4
O=C(O)C1CC2CCC1CC2 (stereo not given)	nt	105	nt	105	nt	103	103	109	110
CN(C1c2ccccc2Oc2ccccc21)S(=O)(=O)c1ccc(Cl)c(Cl)c1	102	58	93	91	99	78	87	87	76
CCOC(=O)c1cnn2c(-c3ccccc3)nc(SCC)nc12	97	88	83	85	99	89	89	80	98
COc1cc(C(=O)CCN(C)C)cc(OC)c1OC	104	108	98	107	106	100	103	107	112
C/C(=N\OC(=O)Nc1cccc(Cl)c1)c1ccccc1	102	94	113	104	113	91	94	108	95
CC(=O)OC1[C@@H](OC(C)=O)[C@H](OC(C)=O)C2(CO2)[C@H](OC(C)=O)[C@H]1OC(C)=O (stereo not given in full)	107	88	101	95	95	103	92	105	102
C=C(C)[C@@H]1CC[C@]2(C(=O)O)CC[C@]3(C)[C@H](CC[C@@H]4[C@@]5(C)C/C(=C/c6cc(C(F)(F)F)cc(C(F)(F)F)c6)C(=O)C(C)(C)[C@@H]5CC[C@]43C)[C@@H]12	95	47	83	83	74	102	83	87	62
CSC(N)=NC(c1ccccc1)c1ccccc1	99	84	98	104	101	87	102	110	112
Cc1nnc2n1N=C(c1ccccc1)CS2	111	102	104	100	nt	102	108	120	102
CC(=O)OC1C(COS(C)(=O)=O)OC(OC2(COS(C)(=O)=O)OC(COS(C)(=O)=O)C(OC(C)=O)C2OC(C)=O)C(OS(C)(=O)=O)C1OC(C)=O (stereo not given)	110	95	101	nt	105	103	95	98	115
CC(CC(CCC(=O)O)(c1ccccc1)c1ccccc1)N(C)C (stereo not given)	115	103	102	94	67	98	92	98	96
COc1ncnc2c(C#CCO)cn(COCc3ccccc3)c12	104	89	92	97	88	119	95	102	87
COc1cc2cc(Oc3ccc(NC(=O)Nc4cc(C(F)(F)F)cc(C(F)(F)F)c4)cc3)c(C)nc2cc1OCCN1CCCCC1	-95*	-45*	-49*	-48*	-91*	-66*	-69*	nt	-91*
O=C1/C(=C\c2cccn2Cc2ccc(F)cc2)c2ccccc2N1c1c(Cl)cccc1Cl	91	52	80	81	81	82	76	96	34
Clc1ccc2c(c1)CCc1cccnc1C2=C1CCNCC1	136	78	99	93	123	124	86	91	92
NN1c2nc3c(cnn3-c3ccccc3)c(=O)n2N=C2C(NC(=S)N2c2ccccc2)C1c1ccccc1 (stereo not given)	97	70	101	95	97	99	96	90	82
CCOc1cc(CN2CCOCC2)c(O)c(CN2CCOCC2)c1	107	84	102	101	116	102	89	89	102
COc1ccc(-c2nc(-c3nc4ccc(C)cc4[nH]3)cc3c2[nH]c2ccccc23)cc1	41	44	50	21	45	84	35	107	45
Nc1ccc(F)c(Cl)c1	114	82	106	112	111	94	103	114	107
Cc1cc(C)nc(NS(=O)(=O)c2ccc(Nc3nc4nc(NCc5ccccc5)nc(-c5ccc(O)cc5O)c4c(=O)[nH]3)cc2)n1	115	79	94	116	82	105	102	89	93
Clc1nc(NC2CCCCC2)c2cn[nH]c2n1	97	90	90	100	nt	100	91	102	89
CCn1c2ccccc2c2ccc(C(C)=O)cc21	94	nt	91	104	112	90	101	111	97
CN(C)S(=O)(=O)Oc1ccc(-c2sc3cc(OS(=O)(=O)N(C)C)ccc3c2C(=O)c2ccc(OCCN3CCCCC3)cc2)cc1	63	54	42	44	69	78	19	62	50
C[C@]12CC[C@H](O)CC1=CC[C@@H]1[C@@H]2CC[C@]2(C)C3C(=O)C=C4CCCCC4C3C[C@@H]12 (stereo not given in full)	108	88	115	99	113	91	105	102	106
NCCCCCCN(CCO)CCO	112	80	99	98	105	105	104	76	114
O=S(=O)(SC(=S)NCCNC(=S)SS(=O)(=O)c1ccc(Cl)cc1)c1ccc(Cl)cc1	112	89	99	108	115	145	101	127	118
CCCCCN1C=C/C(=C\C(=O)N(C)Cc2ccccc2)c2ccccc21	126	98	107	100	117	108	101	112	108
N#C/C(=C\c1c[nH]c2ccccc12)C(N)=O	107	nt	97	94	108	112	104	107	106
CC(OCc1ccccc1)[C@@H]1N=C(c2ccc(Br)cc2)Nc2nc3ccccn3c2C1=O (stereo not given in full)	89	71	91	86	80	89	92	86	71
Cc1cc(C)nc(NC(N)=NCCc2ccccc2)n1	43	38	39	53	34	72	32	47	nt

Reformatted as a markdown table: 2 of the compounds above
| structure | DU-145 | PC-3 | SF-268 | OVCAR-8 | OVCAR-3 | OVCAR-5 | U251 | SK-OV-3 | OVCAR-4 |
| --- | --- | --- | --- | --- | --- | --- | --- | --- | --- |
| CCCCCN1C=C/C(=C\C(=O)N(C)Cc2ccccc2)c2ccccc21 | 126 | 98 | 107 | 100 | 117 | 108 | 101 | 112 | 108 |
| N#C/C(=C\c1c[nH]c2ccccc12)C(N)=O | 107 | nt | 97 | 94 | 108 | 112 | 104 | 107 | 106 |

(next part)
SMILES	DU-145	PC-3	SF-268	OVCAR-8	OVCAR-3	OVCAR-5	U251	SK-OV-3	OVCAR-4
Fc1ccccc1/C=C/c1nn2c(-c3cccnc3)nnc2s1	98	115	104	100	112	102	101	112	91
COc1ccc(-c2nn(-c3ccccc3)cc2C2SCC(=O)N2c2cccc(F)c2)cc1 (stereo not given)	119	100	114	104	127	113	98	110	108
Cc1onc(-c2ccccc2Cl)c1C(=O)Nc1ccccc1CC1c2ccccc2CCN1C (stereo not given)	101	59	98	95	93	98	91	88	83
CCCCC(CC)CN/C(C)=C/C(C)=O (stereo not given)	114	88	118	96	122	106	101	108	100
CC(=O)OC(C)CC(C)(C)OC(C)=O (stereo not given)	108	96	104	103	111	110	106	111	111
COc1ccc(/C(Cl)=N/N=C(\Cl)c2cc(OC)c(OC)c(OC)c2)cc1OC(C)=O	95	75	95	80	101	107	90	80	99
NC(=O)SCC(=O)Nc1ccccc1-c1ccccc1	nt	90	nt	111	nt	104	93	131	111
CCCCNc1cc(C(=O)O)cc(S(N)(=O)=O)c1Oc1ccccc1	110	96	105	107	115	nt	100	108	105
COC(=O)C12C3C(=O)N(Cc4ccc5c(c4)OCO5)C(=O)C3C(c3cn(-c4ccccc4)nc3-c3ccccc3)N1[C@H](c1cn(-c3ccccc3)nc1-c1ccccc1)[C@@H]1C(=O)N(Cc3ccc4c(c3)OCO4)C(=O)[C@@H]12 (stereo not given in full)	112	102	104	100	110	89	94	126	88
CC1=C(C(=O)c2cnccn2)C(c2ccc(Cl)cc2)NC(=O)N1 (stereo not given)	117	109	104	105	110	97	98	nt	96
C(=N/N=C/c1ccncc1)/c1ccncc1	nt	90	nt	110	nt	95	100	103	nt
Nc1nnc(-c2ccc3c(c2)CC(=O)N3)s1	106	97	103	108	105	110	113	113	113
CC(C)COC(=O)N1CCCCC1C (stereo not given)	117	93	103	107	109	95	108	103	108
Nc1nc(SCc2cccc(CCl)c2)c2ncn(Cc3cccc(CCl)c3)c2n1	117	96	105	119	113	109	111	113	110
Cc1ccc(S(=O)(=O)N(SSN(c2ccccc2)S(=O)(=O)c2ccc(C)cc2)c2ccccc2)cc1	110	93	103	106	114	104	96	102	99
CN1CCN(CC#CCOC(=O)CNC(=O)[C@]2(C)CC[C@]3(C)CC[C@]4(C)C(=CC(=O)[C@@H]5[C@@]6(C)CCC(=O)C(C)(C)[C@@H]6CC[C@]54C)[C@@H]3C2)CC1	101	100	97	90	101	104	92	76	99
CN(C)CCCc1ccc(Nc2cnn(C)c(=O)c2Cl)cc1	116	91	113	106	105	126	105	131	100
Cn1c(-c2ccccc2)c(C(C[N+](=O)[O-])c2ccccc2F)c2ccccc21 (stereo not given)	95	nt	83	89	84	91	85	79	76
Fc1ccc(CSc2nnc(-c3ccc(Cl)cc3)n2-c2ccccc2)cc1	101	77	99	94	101	98	90	114	82
CC(C)c1cccc(C(C)C)c1NC(=O)OC1CCCCC1	117	87	116	97	115	96	nt	107	92
Cc1nc2ccc(Br)cn2c1C(=O)NCc1ccc(OCc2cn(Cc3ccc(Br)cc3)nn2)cc1	101	90	88	78	95	102	91	nt	82
O=C(c1cc2ccccc2o1)c1nn(-c2ccccc2)cc1C(=O)c1cc2c(ccc3ccccc32)oc1=O	108	80	98	95	95	112	97	87	92
COc1ccc(-c2nnc(CNc3ccc(F)cc3)o2)cc1	105	74	91	92	104	105	88	71	88
O=C(N/N=C(\CS(=O)(=O)c1ccccc1)c1cc2ccccc2oc1=O)c1ccccc1	111	98	99	100	111	101	96	nt	nt
CCOC(=O)c1nnn(CC(=O)Nc2ccccc2)c1C	103	90	105	89	107	106	93	99	108
C#CCNC(=O)[C@]12CC[C@@H](C(=C)C)[C@@H]1[C@H]1CC[C@@H]3[C@@]4(C)Cc5c([nH]c6ccccc56)C(C)(C)[C@@H]4CC[C@@]3(C)[C@]1(C)CC2	83	58	81	101	73	88	92	93	66
CCOC(=O)c1nn(C2CCCCO2)c2ccc(NC(=O)c3ccccc3)cc12 (stereo not given)	95	109	100	97	106	91	97	nt	100
COc1ccc2[nH]cc(/C=N/Nc3cccc(Cl)n3)c2c1	64	35	33	58	17	77	58	91	60
CN(C)C=Nc1ccc(Cl)c(Cl)c1	105	86	94	93	100	82	95	89	93
CCCC1CC(=O)NC1(C(=O)OCC)C(=O)OCC (stereo not given)	115	nt	99	111	109	100	109	107	nt

Ordered by length of the SMILES (smallest number first): some entries from above
SMILES	DU-145	PC-3	SF-268	OVCAR-8	OVCAR-3	OVCAR-5	U251	SK-OV-3	OVCAR-4
CC(C)COC(=O)N1CCCCC1C (stereo not given)	117	93	103	107	109	95	108	103	108
CN(C)C=Nc1ccc(Cl)c(Cl)c1	105	86	94	93	100	82	95	89	93
C(=N/N=C/c1ccncc1)/c1ccncc1	nt	90	nt	110	nt	95	100	103	nt
Nc1nnc(-c2ccc3c(c2)CC(=O)N3)s1	106	97	103	108	105	110	113	113	113
NC(=O)SCC(=O)Nc1ccccc1-c1ccccc1	nt	90	nt	111	nt	104	93	131	111
CCCC1CC(=O)NC1(C(=O)OCC)C(=O)OCC (stereo not given)	115	nt	99	111	109	100	109	107	nt
CCOC(=O)c1nnn(CC(=O)Nc2ccccc2)c1C	103	90	105	89	107	106	93	99	108
COc1ccc(-c2nnc(CNc3ccc(F)cc3)o2)cc1	105	74	91	92	104	105	88	71	88
CN(C)CCCc1ccc(Nc2cnn(C)c(=O)c2Cl)cc1	116	91	113	106	105	126	105	131	100
CCCCNc1cc(C(=O)O)cc(S(N)(=O)=O)c1Oc1ccccc1	110	96	105	107	115	nt	100	108	105
CC1=C(C(=O)c2cnccn2)C(c2ccc(Cl)cc2)NC(=O)N1 (stereo not given)	117	109	104	105	110	97	98	nt	96
Fc1ccc(CSc2nnc(-c3ccc(Cl)cc3)n2-c2ccccc2)cc1	101	77	99	94	101	98	90	114	82
CCOC(=O)c1nn(C2CCCCO2)c2ccc(NC(=O)c3ccccc3)cc12 (stereo not given)	95	109	100	97	106	91	97	nt	100
Cn1c(-c2ccccc2)c(C(C[N+](=O)[O-])c2ccccc2F)c2ccccc21 (stereo not given)	95	nt	83	89	84	91	85	79	76
O=C(N/N=C(\CS(=O)(=O)c1ccccc1)c1cc2ccccc2oc1=O)c1ccccc1	111	98	99	100	111	101	96	nt	nt
COc1ccc(/C(Cl)=N/N=C(\Cl)c2cc(OC)c(OC)c(OC)c2)cc1OC(C)=O	95	75	95	80	101	107	90	80	99
Cc1nc2ccc(Br)cn2c1C(=O)NCc1ccc(OCc2cn(Cc3ccc(Br)cc3)nn2)cc1	101	90	88	78	95	102	91	nt	82
Cc1ccc(S(=O)(=O)N(SSN(c2ccccc2)S(=O)(=O)c2ccc(C)cc2)c2ccccc2)cc1	110	93	103	106	114	104	96	102	99
O=C(c1cc2ccccc2o1)c1nn(-c2ccccc2)cc1C(=O)c1cc2c(ccc3ccccc32)oc1=O	108	80	98	95	95	112	97	87	92
C#CCNC(=O)[C@]12CC[C@@H](C(=C)C)[C@@H]1[C@H]1CC[C@@H]3[C@@]4(C)Cc5c([nH]c6ccccc56)C(C)(C)[C@@H]4CC[C@@]3(C)[C@]1(C)CC2	83	58	81	101	73	88	92	93	66
CN1CCN(CC#CCOC(=O)CNC(=O)[C@]2(C)CC[C@]3(C)CC[C@]4(C)C(=CC(=O)[C@@H]5[C@@]6(C)CCC(=O)C(C)(C)[C@@H]6CC[C@]54C)[C@@H]3C2)CC1	101	100	97	90	101	104	92	76	99
COC(=O)C12C3C(=O)N(Cc4ccc5c(c4)OCO5)C(=O)C3C(c3cn(-c4ccccc4)nc3-c3ccccc3)N1[C@H](c1cn(-c3ccccc3)nc1-c1ccccc1)[C@@H]1C(=O)N(Cc3ccc4c(c3)OCO4)C(=O)[C@@H]12 (stereo not given in full)	112	102	104	100	110	89	94	126	88

The results go on.
SMILES	DU-145	PC-3	SF-268	OVCAR-8	OVCAR-3	OVCAR-5	U251	SK-OV-3	OVCAR-4
Cn1cc(-c2noc(-c3cn(C)c4ncc(F)cc34)n2)c2cc(Cl)ccc21	80	79	69	49	20	62	19	88	-51*
CSC1=N/C(=C\c2cccc(OCc3ccc(Cl)cc3)c2)C(=O)N1	78	76	85	86	84	106	85	98	57
COc1ccc2c(c1)oc1c(C)c3c(c(C)c12)C(=O)N(Nc1ccccc1)C3=O	97	109	100	104	105	92	108	92	100
CCOC(=O)Nc1c(C)n(C)n(-c2ccccc2)c1=O	120	97	116	105	127	102	100	114	108
CCCCCCCCCCCC(=O)Nc1ncnc2nc[nH]c12	116	89	102	99	119	96	100	100	89
COC(=O)c1ccccc1C	107	101	107	111	104	94	100	118	99
O=[N+]([O-])c1ccc(-c2noc(-c3cccs3)n2)cc1	89	90	101	87	106	98	86	95	72
